p53 reactivation: mutant p53 re-activation in reporter cells. H1299 p53-A138V BP100-luciferase reporter, luminescence, 24 h. Potency, µM (top dose mostly 92.2 µM), for the others: at the highest dose activity change, positive = activation, usual class: activators. actives 0.063% (n = 320,000). AID 504706; note: % of control where 0% means no effect; nearly all actives have a fitted effect of over 45% in size
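p53-null H1299 cells stably carrying temperature-sensitive p53-A138V and a BP100-luciferase reporter were pinned with compounds (4-point, 1:5 series) and held 24 hrs at 37 deg C. Luminescence was read 10 min after detection reagent.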
Rab9 promoter act: activates the Rab9 promoter | Huh7 Rab9 promoter-luciferase reporter, luminescence, 24 h | AID 485297 | Potency, µM (top dose mostly 9.22 µM), without a hit: top-dose activation, negative = inhibition, usual class: activators | actives 2.8% (n = 320,000); note: % of control where 0% means no effect; nearly all actives have a fitted effect of over 60% in size
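Stable Rab9-luc Huh7, 1500 cells/well, 2 h settle; cmpd in DMSO, 24 h, 37 °C/5% CO2; luciferase reagent 10 min RT; luminescence.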
VP16 counter: inhibits Gal4-VP16 luciferase reporter, ROR gamma counter-screen | Drosophila S2 Gal4-VP16 UAS-luciferase, luminescence, 20 h | Potency, µM (highest dose often 53.6 µM), without a hit: top-dose activity, negative = inhibition, hits mostly inhibitors | actives 3.5% (n = 310,000);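 note: Gal4-VP16 expression switched on by copper sulfate through the metallothionein promoter; % is set by controls: 0 for no effect and ±100 for the full control effect; nearly all actives have a fitted effect of over 50% in size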
BRCA1 expr act: activators of BRCA1 expression | MCF7-BRCA1-FFLuc reporter, luminescence, 48 h; response scale: scaled: vehicle 0%, 10 µM genistein 100% | Potency, µM (highest dose often 46.1 µM), inactives show at the top dose activation, most hits filed as activators | actives 1.1% (n = 380,000); note: nearly all actives have a fitted effect of over 80% in size; some results filed as inactive show a strong effect at the top dose
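Cells: MCF7-BRCA1-FFLuc, 2000/well. Exposure: 48 h, 37 °C, 5% CO2. Read: luminescence, 15 min post-substrate. Controls: genistein 10 microM (maximal activation), DMSO (neutral).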
MBNL1 CUG block: inhibitors of human MBNL1 binding to CUG repeat RNA; Potency, µM (top dose mostly 57.5 µM), for inactives: at the top dose activity change, negative = inhibition, hits mostly inhibitors; AID 2675; TR-FRET MBNL1-His/biotin-(CUG)12 binding, 665/545 ratio; actives 0.036% (n = 280,000); Q9NR56; active = well fitted inhibition curve with a large enough effect in the signal ratio, with a control signal flat, not every such curve was filed as active; inconclusive = small, poorly fitted or top-dose-only effect, or effect the other way, or a change in a side signal; inactive = no such curve, though single readings can be large or run the other way; the % refers to the signal ratio; note: % is set by controls: 0 for no effect and ±100 for the full control effect
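Compound titration spanned 92 nM–58 uM against the MBNL1-His/biotin-(CUG)12 complex. After 60 min at room temperature with 5 nM streptavidin-XL665 and 0.055 ng/ul terbium anti-His, ratiometric 665/545 nm emission (Ex 340 nm) normalized to controls.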
FLuc modulator: counter-screen for miR-21 project: firefly luciferase inhibitors or activators; P08659; purified FLuc, Km substrates, luminescence inhibition; Potency, µM (titrated, usually from 57.5 µM), for inactives: top-dose activity change, negative = inhibition, usual class: inhibitors; actives 6.9% (n = 360,000); AID 588342;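 note: plate controls were vehicle for no effect and reference inhibitor for full effect; nearly all actives have a fitted effect of over 55% in size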
Target sequence (P08659 whole entry, looked up): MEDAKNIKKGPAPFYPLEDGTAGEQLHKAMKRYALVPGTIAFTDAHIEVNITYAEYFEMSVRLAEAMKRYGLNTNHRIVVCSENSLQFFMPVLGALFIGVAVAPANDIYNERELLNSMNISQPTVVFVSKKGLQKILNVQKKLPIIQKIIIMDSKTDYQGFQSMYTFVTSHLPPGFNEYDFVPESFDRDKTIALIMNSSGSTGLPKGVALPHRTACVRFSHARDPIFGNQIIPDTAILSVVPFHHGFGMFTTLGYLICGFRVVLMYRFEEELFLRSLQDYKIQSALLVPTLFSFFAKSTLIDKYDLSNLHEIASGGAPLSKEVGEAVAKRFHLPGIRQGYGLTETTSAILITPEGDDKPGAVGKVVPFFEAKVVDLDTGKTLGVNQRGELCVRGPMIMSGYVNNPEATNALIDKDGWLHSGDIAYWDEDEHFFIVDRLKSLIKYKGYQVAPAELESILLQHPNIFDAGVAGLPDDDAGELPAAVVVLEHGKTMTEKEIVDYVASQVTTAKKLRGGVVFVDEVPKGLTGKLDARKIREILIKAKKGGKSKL
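Purified P. pyralis luciferase (10nM final) with 10uM D-luciferin and 10uM ATP (Km levels) in 50mM Tris acetate pH 7.5, 10mM Mg acetate, 0.01% Tween-20, 0.05% BSA; qHTS 6-point titration, ~60 µM downward; luminescence read.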
RORgamma inh: inhibitors of mouse ROR gamma transcriptional activity; Drosophila S2 Gal4-RORgamma UAS-luciferase reporter, 20 h; Potency, µM (highest dose often 53.6 µM), for inactives: at the highest dose activity change, negative = inhibition, usual class: inhibitors; actives 5.4% (n = 310,000); note: % is set by controls: 0 for no effect and ±100 for the full control effect; nearly all actives have a fitted effect of over 60% in size
Target sequence (P51450 whole entry, looked up, the tested form may be a part): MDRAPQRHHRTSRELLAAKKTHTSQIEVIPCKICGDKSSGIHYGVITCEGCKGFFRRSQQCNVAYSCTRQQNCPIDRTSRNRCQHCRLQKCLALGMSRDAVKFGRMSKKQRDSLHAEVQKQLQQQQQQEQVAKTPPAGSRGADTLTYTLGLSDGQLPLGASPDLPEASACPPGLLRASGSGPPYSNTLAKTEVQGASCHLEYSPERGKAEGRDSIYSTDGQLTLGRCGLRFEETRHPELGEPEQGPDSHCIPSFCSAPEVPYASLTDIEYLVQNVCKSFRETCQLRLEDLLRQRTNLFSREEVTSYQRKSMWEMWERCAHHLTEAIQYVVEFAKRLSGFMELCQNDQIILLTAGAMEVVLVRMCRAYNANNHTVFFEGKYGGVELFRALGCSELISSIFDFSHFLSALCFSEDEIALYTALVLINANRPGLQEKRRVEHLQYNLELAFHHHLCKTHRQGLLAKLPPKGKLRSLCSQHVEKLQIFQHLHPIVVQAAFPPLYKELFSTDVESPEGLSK
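Using a luciferase readout, inhibitors were identified by reduced reporter activity in Drosophila cells coexpressing a copper-inducible Gal4–ROR gamma fusion and UAS-driven Photinus luciferase, incubated 20 hr after 700 uM copper sulfate.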
ELG1 genotoxic: genotoxicity induction in ELG1-luciferase HEK293T cells; actives 1.3% (n = 330,000); Potency, µM (highest dose often 46 µM), without a hit: top-dose activity change, positive = activation, hits mostly activators; HEK293T ELG1-luciferase reporter, luminescence, 16 h; note: % of control where 0% means no effect; nearly all actives have a fitted effect of over 60% in size
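Quantitative HTS format in 1536-well plates. HEK293T ELG1-luciferase reporter cells receive test compound and are incubated 16 hr at 37 °C, 5% CO2; ONE-Glo added, 30 min room temperature, then luminescence read.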
NPC1 promoter act: NPC1 promoter activation; Potency, µM (titrated, usually from 9.22 µM), without a hit: at the highest dose activation, hits mostly activators; actives 2.4% (n = 320,000); Huh7 NPC1 promoter luciferase reporter, 24 h; AID 485313;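 note: % of control where 0% means no effect; nearly all actives have a fitted effect of over 60% in size; reporter is driven by a mutant NPC1 promoter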
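Luminescence from an NPC1 promoter-driven luciferase reporter in stably transfected Huh7 cells was measured after 24 h compound treatment at 37 °C, followed by 10 min ambient incubation with luciferase detection reagent.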
uPA generation: blocks generation of uPA at the cell surface | actives 0.31% (n = 330,000) | cell surface uPA generation assay, qHTS | Potency, µM (series often up to 38.3 µM), inactives show at the top dose activity change, negative = inhibition, actives largely listed as inhibitors | AID 540303; active = well fitted inhibition curve with a large enough effect; inconclusive = small, poorly fitted or top-dose-only effect; inactive = no such curve, though single readings can be large or run the other way; tested in mouse RAW 264.7 cells; note: % is set by controls: 0 for no effect and ±100 for the full control effect; nearly all actives have a fitted effect of over 55% in size
* hit, by the source's call; u = inconclusive; x = not tested or not shown; & = joins results of further samples; [ ] = remark or other dose. Unless noted, calls come from the whole dose curve; as a rule, active = well fitted curve in the direction sought with a large enough effect; inconclusive = small, poorly fitted or top-dose-only effect, or another doubt; inactive = no such curve, though single readings can be large; an effect the other way counts as inactive or inconclusive. Potency is the fitted concentration of half-maximal effect.

mol	p53 reactivation	Rab9 promoter act	VP16 counter	BRCA1 expr act	MBNL1 CUG block	FLuc modulator	RORgamma inh	ELG1 genotoxic	NPC1 promoter act	uPA generation
CC(=O)c1c(C)[nH]c(C(=O)OCC(=O)NCc2ccc(Cl)cc2)c1C	-8%	-10%	x	-38%	x	7%	x	-1%	-6%	9%
O=C(NC(=S)Nc1ccccc1O)c1cccnc1	14%	3%	u	-12%	-2%	-12%	11µM*	-2%	2%	-6%
C/C(=N\Nc1ccccn1)c1ccc(S(=O)(=O)NCc2ccco2)cc1	-1%	-3%	-20%	-5%	2%	u	-2%	0%	0%	-2%
O=C(Cc1ccc(Cl)cc1)NCCc1cnc[nH]1	-3%	-2%	1%	1%	-3%	0%	-16%	0%	2%	-2%
Cc1nc(NC(=O)c2ccc(Cl)cc2)sc1Cc1ccc2c(c1)OCO2	-16%	-13%	u	2%	4%	u	u	8%	-17%	-15%
CC(CNC(=O)c1ccco1)NC(=O)c1ccco1 (stereo not given)	12%	-2%	0%	-7%	4%	0%	-7%	3%	-2%	2%
CCOC(=O)CSc1ncc(-c2ccccc2)nn1	-2%	-2%	1%	6%	u	u	-4%	-2%	1%	x
COC(=O)c1ccc(CNC(=O)c2ccc(S(=O)(=O)N(C)c3ccccc3OC)cc2)cc1	-6%	-9%	x	-41%	x	3%	x	-5%	-1%	-29%
Cc1nc(SCC(=O)Nc2cc(S(=O)(=O)N3CCOCC3)ccc2Cl)nc(C)c1C	-2%	0%	x	8%	x	1%	x	0%	-5%	3%
Cc1ccc(C(=O)NCN2CCN(c3ccccc3)CC2)cc1	-2%	1%	x	-2%	x	-2%	x	1%	-4%	-2%
CCc1ccc(-c2nn(Cc3ccccc3)cc2/C=C/C(=O)O)cc1	-5%	-2%	-10%	-7%	10%	4%	1%	1%	1%	1%
COC(=O)c1ccc(NC(=O)CN2CCN(c3cccc(Cl)c3)CC2)cc1	-10%	0%	-8%	2%	3%	0%	u	-5%	0%	-1%
O=C(NCCN1C(=O)S/C(=C\c2cccnc2)C1=O)c1cc(S(=O)(=O)N2CCOCC2)ccc1F	3%	-1%	-10%	2%	15%	-1%	16%	0%	-6%	-7%
Cc1cc(S(=O)(=O)N(Cc2ccc3c(c2)OCO3)CC2CCCO2)ccc1-n1cnnn1 (stereo not given)	-1%	-3%	0%	-4%	1%	-1%	2%	-3%	1%	9%
CC(=O)c1c(C)[nH]c(C(=O)Nc2cc(C)cc(C)c2)c1C	-1%	7%	4%	1%	-6%	u	u	u	-2%	3%
Cc1ccsc1/C=N/NC(=O)c1ccc(-n2cccc2)cc1	2%	u	-7%	11µM*	10%	-16%	19%	6%	28%	6%
O=C(CSc1nnc(CNC(=O)c2ccccc2F)o1)NCc1ccccc1	6%	-5%	-6%[10 µM]	1%	-7%	-1%	1%	-9%	-4%	2%
C=CCn1c(C)cc(C(=O)COC(=O)c2ccc3c(c2)NC(=O)CS3)c1C	u	2%	-30%	16%	2%	17µM*	7%	0%	5%	-6%
COc1ccc(CCNC(=O)c2cc3c(=O)n(C)c4ccccc4c3n2C)cc1OC	3%	-5%	0%	-41%	-12%	5%	-1%	-7%	3%	1%
Cc1nc(SCC(=O)c2ccc(F)cc2)c([N+](=O)[O-])[nH]1	u	-12%[1.84 µM]	0%	-4%	u	2%	u	2%	-4%	1%
Cc1ccc(NC(=O)c2nc[nH]c2C(=O)NCCCNC(=O)c2[nH]cnc2C(=O)Nc2ccc(C)cc2)cc1	-2%	x	x	9%	x	x	x	-4%	x	1%
CN(C(=O)CN1C(=O)NC(c2ccccc2)(c2ccccc2)C1=O)C1CCS(=O)(=O)C1 (stereo not given)	6%	-3%	x	-4%	x	x	x	6%	0%	u
CCOc1ccc(CN2CCN(C(=O)c3ccco3)CC2)cc1	x	-1%	3%	-6%	-7%	-1%	-26%	-2%	1%	2%
Cc1ccccc1NC(=O)CN1C(=O)NC(C)(CCc2ccccc2)C1=O (stereo not given)	-2%	20%	-5%	-6%	0%	-4%	15%	-1%	4%	-3%
O=c1[nH]c(N/N=C\c2ccc(F)cc2)nc2ccccc12	u	1.3µM*	-25%	u	2%	4.8µM*	10µM*	u	u	-4%
COc1ccc(N2CC(O)=C(c3nc(-c4ccc(F)cc4)cs3)C2=N)cc1	2%	12%	-2%	7%	x	0%	-29%	8%	1%	4%
O=C(O)/C=C/C(=O)NNc1ncnc2ccccc12	9%	-4%	-6%	2%	7%	u	u	6%	-1%	9%
COc1ccc(OC)c(NC(=O)Nc2cccc3ccccc23)c1	-6%	-2%	-19%	-17%	8%	4%	-18%	6%	-2%	1%
CCCN(CC1CC1)C(=O)CSc1ncnc2sccc12	-5%	-2%	12%	-17%	1%	2%	-1%	-6%	-4%	13%
C=CCn1c(C)c(C(=O)OCC)c2cc(O)c3ccccc3c21	0%	-2%	5%	-52%	-6%	1%	1%	-1%	4%	-2%
CCOc1cc(CNC(C)(C)CO)cc(Br)c1OCc1ccc(Cl)cc1Cl	-8%	-1%	u	-5%	1%	3%	u	-3%	-5%	2%
COc1cccc(CSc2nc3cc4c(cc3cc2C)OCCO4)c1	7%	6%	1%	-62%	x	0%	2%	2%	3%	-4%
CN(C)C(=O)CN1CCN(Cc2cn(C)nc2-c2ccc3c(c2)OCCO3)CC1	3%	2%	0%	55%	-11%	1%	-11%	0%	-2%	3%
COc1ccc(O)c(CN2CCC(n3nccc3NC(=O)CCOc3ccccc3)CC2)c1	26%	9%	-16%	-14%	-2%	0%	44%	-16%	-1%	-2%
COc1ccc(C2CC(=O)C(C=NCCN3CCNCC3)=C(O)C2)cc1OC (stereo not given)	0%	-1%	4%	x	11%	1%	-15%	9%	-4%	x
CC(C)Cn1c(SC(C)C(=O)NCC2CCCO2)nc2ccc(Cl)cc2c1=O (stereo not given)	0%	-4%	x	-4%	x	7%	x	-1%	-2%	-15%
CC(C)N1C(=O)CCC1C(=O)O (stereo not given)	28%	0%	2%	-2%	-8%	-2%	-21%	1%	-1%	8%
N#CCCN(C(=O)COC(=O)CCC(=O)c1cccs1)c1ccccc1	6%	x	x	2%	x	x	x	0%	x	-2%
Cc1ccc(S(=O)(=O)N2CCCCC2)cc1C(=O)Nc1ncn[nH]1	-4%	-11%	-4%	x	-5%	1%	-22%	2%	1%	x
N#Cc1ccccc1Sc1ccccc1N	-1%	1%	1%	0%	-18%	-17%	18%	1%	-2%	x
COC(=O)c1ccccc1-c1ccc(C(c2c(C)[nH][nH]c2=O)c2c(C)[nH][nH]c2=O)o1	5%	0%	-6%	-52%	9%	-1%	37%	-2%	-3%	-6%
Cc1c(-n2cccc2C=O)cccc1[N+](=O)[O-]	3%	0%	2%	7%	10%	-3%	21%	0%	-3%	-1%
COC(=O)CC1COc2ccccc2N1C(=O)c1cc(OC)c(OC)c(OC)c1 (stereo not given)	-3%	-4%[1.84 µM]	-3%	0%	-12%	-3%	14%	-3%	-2%	-12%
CCSc1ccc([C@@H]2[C@@H]3C(=O)N(C)C(=O)[C@@H]3[C@]3(C(=O)OC)CCCCN23)cc1OC	-1%	x	x	8%	x	x	x	-6%	x	-9%
CN(c1ccccc1C(=O)NCc1ccccc1Cl)S(=O)(=O)c1ccccc1	x	-2%	7%	-23%	-7%	-1%	20%	-2%	3%	22%
O=C(COC(=O)c1cc(=O)[nH]c2ccccc12)Nc1nc(-c2cccc(Br)c2)cs1	u	23%	1%	66%	x	0%	u	8%	1%	5%
O=C(CSc1nnc(Cc2ccc3c(c2)OCO3)n1C1CCCCC1)NC1CCCC1	-5%	1%	-4%	-48%	-7%	1%	-23%	-2%	-4%	3%
CCOc1ccc(S(=O)(=O)N2CCC(C(=O)N3CCCCCC3)CC2)cc1C	12%	0%	-11%	-2%	-1%	2%	6%	-7%	-2%	-7%
COC(=O)c1cc(S(=O)(=O)N2CCN(c3ccc(F)cc3)CC2)cn1C	1%	-2%	-9%	12%&-20%	-1%	5%&6%	u	-8%	-1%	6%
COC(=O)c1c(N2C(=O)Nc3ccccc3N2O)sc(C)c1C	2%	-3%	12%	13%	-4%	u	1%	-3%	-9%	15%

(cont.)
mol	p53 reactivation	Rab9 promoter act	VP16 counter	BRCA1 expr act	MBNL1 CUG block	FLuc modulator	RORgamma inh	ELG1 genotoxic	NPC1 promoter act	uPA generation
CCCN1C(=O)c2ccccc2NC1c1ccc(OC)cc1O (stereo not given)	-6%	-4%	1%	39%	6%	-2%	16%	-5%	-2%	3%
CCCC1Cc2[nH]c(=O)c(C#N)cc2CO1 (stereo not given)	1%	-1%	0%	0%	1%	-2%	5%	0%	1%	5%
CCCCCC(=O)Nc1ccc(S(=O)(=O)Nc2nccc(C)n2)cc1	-4%	3%	4%	0%	-11%	-14%	2%	2%	-3%	0%
Cn1c(CCN2CCOCC2)nc2cc(NC(=O)COc3ccccc3)ccc21	2%	-6%	20%	-2%	2%	-2%	38%	0%	-1%	-2%
CCOC(=O)Cn1c(=NC(=O)CSC(C)=O)sc2cc(F)ccc21	3%	1%	16%	-7%	u	-2%	17%	-17%	1%	14%
